Anthrax LF prot = Bacillus anthracis LF protease inhibitors, primary screen, biochemical, multiplex microsphere, MLPCN library. 360,000 tested, 0.12% active. multiplex microsphere protease cleavage assay. inhibition, % at 10 µM. Lethal factor (Bacillus anthracis), P15917; also: plate controls were buffer without enzyme for full effect and enzyme alone for no effect
Target sequence (P15917 whole entry, looked up): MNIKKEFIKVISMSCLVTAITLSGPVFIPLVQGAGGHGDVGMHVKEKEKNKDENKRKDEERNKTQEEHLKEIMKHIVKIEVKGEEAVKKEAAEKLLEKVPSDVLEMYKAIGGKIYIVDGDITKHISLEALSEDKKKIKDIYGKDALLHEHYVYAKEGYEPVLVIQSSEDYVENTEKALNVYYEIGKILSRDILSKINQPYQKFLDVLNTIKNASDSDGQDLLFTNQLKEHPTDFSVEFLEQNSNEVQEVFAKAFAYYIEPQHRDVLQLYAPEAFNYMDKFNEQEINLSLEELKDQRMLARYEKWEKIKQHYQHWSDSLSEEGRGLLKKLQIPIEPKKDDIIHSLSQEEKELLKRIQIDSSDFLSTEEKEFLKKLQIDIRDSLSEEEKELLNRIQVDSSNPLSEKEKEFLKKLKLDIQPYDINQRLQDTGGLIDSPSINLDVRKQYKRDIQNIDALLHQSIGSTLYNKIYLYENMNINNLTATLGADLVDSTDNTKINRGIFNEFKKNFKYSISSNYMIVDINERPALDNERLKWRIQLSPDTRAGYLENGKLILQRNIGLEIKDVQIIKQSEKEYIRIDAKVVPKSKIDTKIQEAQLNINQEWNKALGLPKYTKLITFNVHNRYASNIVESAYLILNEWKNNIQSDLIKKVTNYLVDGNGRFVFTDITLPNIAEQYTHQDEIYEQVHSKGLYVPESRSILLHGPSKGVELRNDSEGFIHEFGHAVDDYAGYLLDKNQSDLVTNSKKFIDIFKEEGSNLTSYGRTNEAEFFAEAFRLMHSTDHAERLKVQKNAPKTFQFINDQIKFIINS
PrPC surface inh = inhibitors of human cell surface prion protein PrPC, primary screen, cell-based, TR-FRET | Major prion protein (Homo sapiens), P04156 | TR-FRET read-out | inhibition, % at 13.8 µM | 370,000 tested, 0.43% active | AID 720596, 2013; in the data active = inhibition above about 24%; also: 0% = median of the test wells and 100% = reference compound wells
BoNT A protease = BoNT/A light chain protease inhibitors, primary screen, biochemical, flow cytometry, MLPCN library. Botulinum neurotoxin type A light chain protease (Clostridium botulinum A str. ATCC 3502). multiplex microsphere protease substrate cleavage. inhibition, % at 10 µM. 360,000 tested, 0.17% active. AID 588499, 2011; also: plate controls were buffer without enzyme for full effect and enzyme alone for no effect
TcdB inh = TcdB glycohydrolase inhibitors, primary screen, biochemical, single point, plate reader; TcdB glycohydrolase enzymatic assay; inhibition, % at 9.99 µM; 350,000 tested, 0.24% active; in the data active = inhibition above about 10%
FadD28 FP inh = inhibitors of FadD28 bisubstrate probe binding, primary screen, biochemical, fluorescence polarization, single point; Mycobacterium tuberculosis FadD28 fatty-acid-AMP ligase; inhibition, % at 12.5 µM; 360,000 tested, 0.22% active; AID 588549, 2011; in the data active = inhibition above about 8.5%, passing the limit was not always enough; inconclusive = no clear call, values can overlap the other calls
Yp Topo-I inh = Yersinia pestis topoisomerase I inhibitors, primary screen, biochemical, cleavage product accumulation, plate reader, single point. Y. pestis Topo-I cleavage product accumulation. activity, % at 10 µM. 360,000 tested, 0.064% active; in the data active = activity above about 50%, passing the limit was not always enough; inconclusive = no clear call, values can overlap the other calls; also: inactives centre near 2
BoNT-F LC inh = BoNT/F light chain protease inhibitors, primary screen, biochemical, flow cytometry, MLPCN library; Botulinum neurotoxin type F light chain protease (Clostridium botulinum); Multiplex microsphere protease cleavage assay; inhibition, % at 10 µM; 360,000 tested, 0.22% active; in the data active = inhibition above about 35%, passing the limit was not always enough; inconclusive = no clear call, values can overlap the other calls; also: plate controls were buffer without enzyme for full effect and enzyme alone for no effect
PfHsp40 yeast = rescue of yeast from PfHsp40 toxicity, primary screen, S. cerevisiae, ATP luminescence | S. cerevisiae expressing PfHsp40, growth rescue | AID 504582, 2011 | growth rescue, % at 12.5 µM | 340,000 tested, 0.68% active; in the data active = growth rescue above about 28%, passing the limit was not always enough; inconclusive = no clear call, values can overlap the other calls;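 also: yeast W303a lacking pdr1 and pdr3 grown in galactose medium; growth measured after three days at 30 °C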
CCHFV vOTU inh = CCHFV vOTU protease inhibitors, primary screen, biochemical, Pep-AMC substrate, fluorescence. Crimean-Congo hemorrhagic fever virus L polyprotein viral ovarian tumor (vOTU) protease …. inhibition, % at 11.5 µM. 370,000 tested, 0.55% active; in the data active = inhibition above about 30%; also: 0% = vehicle wells with enzyme and 100% = no enzyme wells
Numbers without * were called inactive; u = inconclusive; x = not tested or not shown; & = joins results of further samples. Rule as the data show it, unless noted: active = inhibition above about 30%; inconclusive = no clear call, values can overlap the other calls; inactive = below that.

SMILES	Anthrax LF prot	PrPC surface inh	BoNT A protease	TcdB inh	FadD28 FP inh	Yp Topo-I inh	BoNT-F LC inh	PfHsp40 yeast	CCHFV vOTU inh
CC(=O)Nc1ccc(-c2cn3cc(C)ccc3n2)cc1	-4.0	3.5	2.4	x	-0.8	0.2	13.6	-1.0	-32.3
CC(/C=C/c1ccccc1)=N\NC(=O)c1ccncc1	-3.2	3.1	-1.3	-0.7	-2.3	-4.2	-5.5	-1.3	6.4
CCOc1ccc(CCNC(=O)COC(=O)/C=C/c2ccc(OCC#N)c(OC)c2)cc1OCC	-0.6	3.1	-0.5	1.6	-1.5	-4.3	-15.5	0.7	4.7
CN1CCN(c2oc(-c3ccccc3)nc2S(=O)(=O)c2ccccc2)CC1	3.5	-4.4	-0.2	0.2	-0.5	9.1	4.9	-1.0	-9.4
C=CCN1C(=O)[C@@H]2Cc3c([nH]c4ccccc34)C(c3cc(OC)c(OC)c(OC)c3)N2C1=S (stereo not given in full)	2.3	1.8	-0.5	1.1	-0.7	-4.1	-12.7	-1.6	-7.5
O=C(CC12CC3CC(CC(C3)C1)C2)Nc1nncs1	2.1	16.6	3.2	1.6	-2.0	-1.2	0.2	-0.6	-6.5
CCOC(=O)C1=CCN(S(=O)(=O)c2ccccc2Br)C1c1cccc(C)c1 (stereo not given)	0.9	10.6	-0.5	2.3	-1.2	x	3.8	x	20.1
COc1cccc(N2CCN(C3CC(=O)N(c4ccc(Cl)c(Cl)c4)C3=O)CC2)c1 (stereo not given)	-5.7	-4.0	-0.8	x	-3.3	13.6	-6.4	12.4	-2.6
C=CC[C@H](CC(=O)N[C@H](CO)Cc1ccccc1)C(=O)N[C@H](COC(=O)[C@H](CC=C)CC(=O)OC(C)(C)C)Cc1c[nH]c2ccccc12	-1.5	4.1	-1.0	0.3	-1.2	6.1	-9.9	2.3	18.8
O=C(O)CCn1c(-c2ccccn2)nc2ccccc21	-11.5	-3.4	-3.6	-0.2	0.8	-2.3	u	1.0	-12.7
CCOc1ccc(-n2c(-c3ccccc3)c[nH]c2=S)cc1	-2.2	-4.7	0.4	2.3	-2.4	6.7	2.5	0.4	1.4
Cc1ccc(Cc2c(-c3cccc(Br)c3)nc3c(C)cc(Br)cn23)cc1	2.5	0.5	1.9	0.5	x	x	-4.2	x	13.2
Cc1nc2nc(C)c(CCC(=O)NC3CCCCC3)c(C)n2n1	-1.6	-4.6	-0.4	0.4	-2.5	-0.2	-0.8	0.0	-0.6
O=C1Nc2ccccc2C(=O)C1(Cl)Cc1ccccc1 (stereo not given)	-4.2	-2.8	-0.7	x	-1.1	11.9	-9.5	1.2	-3.8
CC(C)C(NS(=O)(=O)c1ccc2c(c1)oc(=O)n2C)C(=O)N1CCN(c2ccccc2F)CC1 (stereo not given)	-24.1	-5.4	-3.5	1.9	1.7	-2.3	-47.2	0.8	2.9
CCCCc1c(C)nc2ccc(C(=O)OCC)cc2c1Cl	-1.6	0.5	-1.0	x	-0.1	20.4	-1.5	0.5	1.5
Cn1ncc(Cl)c1C(=O)N1CCCc2ccccc21	3.7	7.5	0.5	x	3.3	-3.4	-6.8	-0.3	16.2
O=c1[nH]n2cc(-n3cc([N+](=O)[O-])cn3)cnc2c1Br	-1.9	-22.6	-0.5	-1.8	0.3	5.0	-0.2	-2.5	1.1
CCc1nc(-c2ccc(OC)c(OC)c2)cc2cc(OC)c(OC)cc12	-1.3	-2.0	-0.3	-0.2	-2.3	18.6	-2.1	0.4	1.6
O=C(CC(=O)c1cccc([N+](=O)[O-])c1)Nc1ccccc1Cl	-0.1	6.6	0.1	0.7	-3.6	-18.4	-1.0	u	-10.3
Cc1nonc1NC(=O)CSc1nc2cc(Cl)ccc2c2c1CCCC2	-2.0	x	0.1	-0.2	-0.6	22.1	-5.5	-1.2	x
Cc1cc(Cl)n2nc(C)c(-c3ccc(Cl)cc3)c2n1	0.6	-2.6	0.2	1.5	-4.6	-10.5	3.6	-2.1	-4.5
O=C(Nc1ccc(C(=O)O)cc1)/C(=C\C=C\c1ccccc1)NC(=O)c1ccccc1Br	-2.2	-8.3	2.1	-0.7	-3.4	5.3	4.7	0.7	1.4
Cc1nc2ccc(NS(=O)(=O)c3ccc(Br)cc3)cc2s1	-10.8	5.5	0.3	1.5	-0.8	2.2	-0.9	1.4	0.1
CC(OC(=O)CCN=C1NS(=O)(=O)c2ccccc21)C(=O)NCc1ccccc1 (stereo not given)	-3.0	3.8	-5.8	-1.6	-2.1	-1.9	-8.2	0.3	-2.1
Continuation.
SMILES	Anthrax LF prot	PrPC surface inh	BoNT A protease	TcdB inh	FadD28 FP inh	Yp Topo-I inh	BoNT-F LC inh	PfHsp40 yeast	CCHFV vOTU inh
COc1ccc(C(=O)Nc2ccc(N3CCN(Cc4ccccc4)CC3)cc2)cc1	2.3	0.8	-0.2	0.2	-2.6	1.3	-7.2	-0.1	-9.7
Cn1c(SCC(=O)NNC(=O)c2ccccc2)nnc1C(F)(F)F	-2.6	7.6	-0.8	1.3	0.0	-2.3	-4.0	-0.3	8.7
Cc1cc(C)cc(-n2nnc(C(=O)NCc3ccc(Cl)cc3)c2N)c1	-2.8	2.8	-0.5	x	-2.5	2.1	-9.2	1.7	-6.9
Cc1ccc(C)c2sc(NC(=O)CN3C(=O)CCC3=O)nc12	-3.7	-0.6	-0.2	1.8	-1.0	7.6	-0.2	-1.9	-2.6
COc1cccc(CC2(CO)CCN(S(=O)(=O)c3ccc(OC)cc3OC)CC2)c1	-23.6	-8.2	-3.9	1.9	-3.0	-9.8	u	0.6	1.9
Cc1cccc(C)c1NC(=O)C1CSC2(C)CCC(=O)N12 (stereo not given)	u	-3.1	1.5	0.9	-1.1	-1.4	-4.0	0.7	-2.3
CC(=O)NC1=NN(C(C)=O)C2(S1)C(=O)N(C(C)=O)c1ccc(C)cc12 (stereo not given)	-2.3	-5.2	0.6	0.7	-2.7	-1.9	1.0	0.1	-13.8
COc1ccc(CN2CCC2(C)C(=O)NCc2ccc3c(c2)OCO3)c2ccccc12 (stereo not given)	-10.9	-1.9	-0.9	1.8	-3.6	31.3	-5.5	x	6.0
COc1nc(N(C)C)nc(-n2nnc(C(C)=O)c2C)n1	-4.6	0.3	0.6	x	-1.9	-5.9	11.3	-1.0	4.1
Cc1ccccc1OC1=NS(=O)(=O)c2ccccc21	-11.8	0.9	-0.4	1.1	0.6	5.6	-3.1	0.1	12.5
COc1ccc(NC(=O)N(C)C[C@H]2Oc3ccc(NC(=O)Nc4c(C)noc4C)cc3C(=O)N([C@H](C)CO)C[C@@H]2C)cc1	-5.7	-1.6	-0.2	0.4&1.8	-1.3	4.7	-4.0	-0.9	-0.1
CCc1nc(SCC(=O)Nc2cccc(C(F)(F)F)c2)c2c(=O)n(C)c(=O)n(C)c2n1	-8.8	7.8	-1.0	1.8	-3.1	-7.0	-0.7	0.1	13.1
COCCn1c(SCC(=O)Nc2ccc(C)cc2C)nc2c(oc3ccccc32)c1=O	-2.1	-2.4	-0.2	0.1	-0.7	-1.9	3.2	1.6	-8.9
CC(=O)N1N=C2C3CCN(CC3)C2C1c1ccc(F)cc1 (stereo not given)	0.9	2.2	-1.4	0.5	-0.4	6.1	-1.7	0.2	9.7
COc1cc2c(C(=O)NCc3ccccn3)cn(CC(C)C)c(=O)c2cc1OC	-7.7	-1.1	-0.6	1.4	-2.1	-7.0	-11.9	2.2	4.6
O=Cc1c(-c2ccccc2)cc2oc3ccccc3cc1-2	-2.8	x	-2.6	1.0	0.5	-3.7	5.1	-0.5	x
N#Cc1cn(CC(=O)NCCc2c[nH]c3ccccc23)c2ccccc12	0.5	-4.7	-1.2	x	-2.0	-15.7	-10.4	-0.2	-10.0
COc1ccc(NC(=O)CSc2nc(=O)n(CCN(C)C)c3c2CCCC3)cc1	-2.7	3.4	7.4	1.2	1.5	-2.7	14.6	x	1.2
O=C(O/N=C/C1=C(Cl)c2ccccc2CC1)c1ccc(F)cc1	-2.5	2.6	0.4	x	-0.6	-0.3	8.7	0.2	-4.4
Clc1ccccc1-c1nc(N/N=C/c2cccnc2)c2ccccc2n1	-3.3	-2.1	-2.5	x	-2.3	1.1	-53.7	7.5	16.4
Cc1cccnc1NC(=O)CN1C(=O)NC(C)(c2ccc3ccccc3c2)C1=O (stereo not given)	-3.6	-2.1	-3.0	1.1	-2.0	2.9	-13.6	-0.7	-1.9
COc1ccc(C)cc1NC(=O)CCS(=O)(=O)c1cc2c(cc1Cl)NC(=O)CO2	-3.0	-2.7	-0.9	-1.2	-1.0	-4.4	-6.6	1.1	-6.9
COc1ccccc1NS(=O)(=O)c1cc(C(=O)N2CCCC2)ccc1C	x	-6.6	x	1.5	-0.3	11.3	x	-2.7	-14.9
COC(=O)COc1ccc(S(=O)(=O)NC2CCCCCC2)cc1	2.1	-7.2	0.2	x	-1.3	5.3	-0.3	5.7	54.6*
O=C(Cc1cccs1)NNC(=S)NCc1ccco1	-9.5	-2.2	-1.0	0.6	0.3	0.7	-9.1	-1.0	-6.5
Continued:
SMILES	Anthrax LF prot	PrPC surface inh	BoNT A protease	TcdB inh	FadD28 FP inh	Yp Topo-I inh	BoNT-F LC inh	PfHsp40 yeast	CCHFV vOTU inh
COc1ccc(Cc2nnc(NC(=O)Cn3cnc4c3c(=O)n(C)c(=O)n4C)s2)cc1OC	0.8	-1.0	-0.5	x	-1.7	-5.8	0.7	0.6	-2.0
COc1ccc(CNC(=O)Nc2ccc(OC)cc2)cc1	-5.7	0.4	-0.1	x	-2.4	-3.4	-8.8	-1.2	15.1
Fc1ccc(CSc2nnc(-c3ccccn3)o2)cc1	2.3	2.9	0.6	1.5	-6.2	0.6	10.7	-1.4	-6.7
NNC(=O)Cn1c(SCc2ccccc2)nc2ccccc21	-0.5	1.8	-0.1	x	-2.7	24.2	-6.0	0.1	7.4
Cc1cc(N2C(=O)NC(=O)CC2C)c(C)cc1C(C)C (stereo not given)	2.0	2.9	0.5	-0.3	-1.5	-7.7	10.5	-1.8	-2.4
COc1ccccc1C(=O)N1CCN(Cc2c[nH]c3ccccc23)CC1	-7.1	3.7	-2.0	1.3	-4.1	-2.4	-24.5	0.7	-6.0
COc1ccc(C2=NS(=O)(=O)N(C)C(C(=O)Nc3ccc(C)cc3)=C2)cc1	-3.3	1.2	-0.4	0.8	-1.2	-9.3	-2.5	-0.2	21.3
O=C(c1ccco1)N1CCN(C/C=C/c2ccccc2)CC1	-0.8	-5.2	-0.7	x	0.8	6.6	-14.4	-1.4	11.8
O=C1c2cnc3ncnn3c2CC2c3ccccc3CCN12 (stereo not given)	-3.2	-3.7	-0.2	-1.1	-3.0	-8.6	-4.6	0.4	-18.6
COC(=O)C1=C(C)NC(=S)NC1c1ccc(-c2cccc(Cl)c2)o1 (stereo not given)	2.1	5.8	0.1	x	0.6	-3.8	2.7	0.1	-11.9
O=C(CN(Cc1ccco1)Cc1ccco1)Nc1cc(S(=O)(=O)N2CCCCC2)ccc1Cl	-1.4	16.0	-2.9	1.2	0.4	32.8	3.3	0.3	9.9

Copied from the list:
CCHFV vOTU inh result of O=C1c2cnc3ncnn3c2CC2c3ccccc3CCN12 (stereo not given) is entered as -18.6
Anthrax LF prot result of COc1ccc(Cc2nnc(NC(=O)Cn3cnc4c3c(=O)n(C)c(=O)n4C)s2)cc1OC is entered as 0.8

Screens deposited in PubChem BioAssay by several laboratories.
